Screening results from PubChem BioAssay.
EPAC2 antagonist = blocks human EPAC2 exchange factor; EPAC2 GEF exchange of Rap1B-BODIPY-GDP, fluorescence; actives 0.18% (n = 360,000); Potency, µM (top dose mostly 114 µM), for inactives: at the highest dose activity, negative = inhibition, hits mostly inhibitors; note: potency is the fitted concentration of half-maximal effect; % is set by controls: 0 for no effect and ±100 for the full control effect; nearly all actives have a fitted effect of over 45% in size; many of its hits are not listed in these tables
D3 antag = D3 dopamine receptor (human) antagonism | P35462 | D3R cells, DiscoveRx beta-arrestin luminescence, antagonist mode; hits give low values | max response, negative = inhibition, % | actives 2.5% (n = 360,000) | AID 652054; in the data active = max response below about -50%; inconclusive = no clear call, values can overlap the other calls; note: % is set by controls: 0 for no effect and ±100 for the full control effect; mostly tested at two doses, the higher about 12 µM
Target sequence (P35462 whole entry, looked up): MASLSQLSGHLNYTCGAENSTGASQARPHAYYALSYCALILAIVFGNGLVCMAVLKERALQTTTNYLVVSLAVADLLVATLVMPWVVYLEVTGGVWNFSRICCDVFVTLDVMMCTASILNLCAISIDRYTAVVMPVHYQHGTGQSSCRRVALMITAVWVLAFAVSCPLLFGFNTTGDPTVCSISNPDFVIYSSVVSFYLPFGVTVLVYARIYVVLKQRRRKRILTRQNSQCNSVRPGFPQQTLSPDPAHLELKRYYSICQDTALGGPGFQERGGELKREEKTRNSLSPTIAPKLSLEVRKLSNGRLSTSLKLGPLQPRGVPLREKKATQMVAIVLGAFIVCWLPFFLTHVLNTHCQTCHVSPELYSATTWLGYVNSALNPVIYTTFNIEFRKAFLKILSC
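Cells expressing the human receptor were seeded at 1500 cells/well, incubated overnight at 37 degrees C in 5% CO2, then exposed to library compounds with dopamine controls for 90 minutes at 37 degrees C before luminescent detection.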
Abeta yeast res = restores growth of yeast expressing A-beta42 peptide | AID 1347071 | yeast expressing A-beta42, growth rescue, OD600, 48 h; response scale: 0% DMSO, 100% iron-clioquinol control | Potency, µM (titrated, usually from 46.1 µM), inactives show at the highest dose growth rescue, usual class: activators | actives 0.063% (n = 410,000); note: potency is the fitted concentration of half-maximal effect; nearly all actives have a fitted effect of over 55% in size
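Growth rescue measured by 600 nm absorbance after 48 h yeast culture at 30 C with compound. Values normalized between DMSO and an equimolar ferric chloride plus clioquinol control.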
EPAC2 ag = EPAC2 (human) agonism; Q8WZA2; EPAC2 activation, biochemical qHTS; response scale: 100% = 6.5 mM cAMP response; Potency, µM (highest dose often 154 µM), for the others: top-dose activation, actives largely listed as activators; actives 0.079% (n = 360,000); AID 720711; note: potency is the fitted concentration of half-maximal effect; nearly all actives have a fitted effect of over 50% in size
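qHTS, titration series. 100 nM EPAC2 / 250 nM Rap1B-BODIPY-GDP / 50 uM GDP; RT; ex 480/em 540 nm, 5-min reads to 30 min. Norm. to 6.5 mM cAMP = activation.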
TDP-43 yeast inh = inhibitors of TDP-43 toxicity in yeast; AID 652104; TDP-43 expressing yeast growth rescue, BacTiter-Glo, 24 h; Potency, µM (series often up to 46.1 µM), for inactives: at the highest dose growth rescue (activation), hits mostly activators; actives 1.8% (n = 410,000); note: potency is the fitted concentration of half-maximal effect; % of control where 0% means no effect; nearly all actives have a fitted effect of over 50% in size
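Readout is BacTiter-Glo luminescence of cell growth, so inhibitors register as activators. TDP-43-expressing yeast at OD600=0.02 in galactose medium, after raffinose pregrowth to mid-log, were incubated with compound for 24 hr at 30 deg C.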
D3 ag = agonists of human D3 dopamine receptor | P35462 | D3R DiscoveRx beta-arrestin cells, luminescence, 90 min | max activation, % | actives 0.58% (n = 410,000) | AID 652048; in the data active = max activation above about 30%; note: 0% is about no effect; mostly tested at two doses, the higher about 12 µM
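Agonist-mode cell screen: cells plated at 1500/well and incubated overnight at 37 °C, then exposed to library compounds for 90 min at 37 °C. Detection reagent was added for 30–60 min at room temperature, and luminescence was read.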
aSyn rescue = alpha-synuclein toxicity inhibition in yeast | actives 0.14% (n = 370,000) | Potency, µM (doses to about 46.1 µM), inactives show top-dose growth rescue (activation), most hits filed as activators | Yeast expressing alpha-synuclein, growth rescue, BacTiter-Glo, 24 h; note: potency is the fitted concentration of half-maximal effect; % of control where 0% means no effect; nearly all actives have a fitted effect of over 65% in size
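Screening used galactose-induced yeast with toxic alpha-synuclein levels, exposed to compound for 24 hr at 30 deg C. Cell growth, read with BacTiter-Glo luminescence, gave the measured signal.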
FUS suppressor = suppressors of FUS proteinopathy in yeast. S. cerevisiae FUS-expressing, growth rescue, OD600, 24 h. AID 1347120. Potency, µM (top dose mostly 76.6 µM), for inactives: at the highest dose growth rescue (activation), most hits filed as activators. actives 0.24% (n = 390,000);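 note: potency is the fitted concentration of half-maximal effect; plate controls were DMSO vehicle for no effect and reference control for full effect; nearly all actives have a fitted effect of over 55% in size; some results filed as inactive show a strong effect at the top dose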
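Quantitative HTS measuring growth restoration of FUS-toxic yeast. Galactose-induced cells (OD 0.005) were exposed 24hr at 30C to compounds at several concentrations, then absorbance at 600 nm was recorded.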
Active calls of the source: *; ? = inconclusive; / = no result given; [ ] = another dose, or the depositor's remark. Unless noted, calls come from the whole dose curve; as a rule, active = well fitted curve in the direction sought with a large enough effect; inconclusive = small, poorly fitted or top-dose-only effect, or another doubt; inactive = no such curve, though single readings can be large; an effect the other way counts as inactive or inconclusive.

1: COc1ccc2nc(NC(=O)CC3Oc4ccccc4NC3=O)sc2c1 (stereo unspecified)
2: Cc1ccc(-c2nc3ccccc3o2)cc1NC(=O)c1cccc2c(Cl)cccc12
3: COc1cccc(NC(=O)CN(C)C(=O)c2ccc(S(=O)(=O)Nc3ccccc3C)cc2)c1
4: CC(C)[C@H](NC(=O)C1CCN(S(=O)(=O)c2ccc(F)cc2)CC1)C(=O)N1CCCC1
5: CC(C)c1ccc(/C=C/C(=O)CCC(=O)O)cc1
6: O=C1NC[C@H](CCCCN2C[C@H](Cc3ccccc3)N(CCc3ccc(O)cc3)C(=O)C2=O)N(CCc2ccc(O)cc2)C1=O
7: CCOC(=O)C1CCCN(Cc2cc(Br)ccc2OC)C1 (stereo unspecified)
8: O=S(=O)(c1cnc(Cl)c(Cl)c1)N1CCc2ccccc21
9: COc1ccc(S(=O)(=O)N2CCCCC2)cc1NC(=O)CN(Cc1ccco1)Cc1ccco1
10: Brc1ccc(-c2noc(CCc3ccccc3)n2)cc1

compound no.	1	2	3	4	5	6	7	8	9	10
EPAC2 antagonist	2.8%	/	-0.6%	-1.8%	19.5%	-2.6%	2.1%	-22.8%	-4.1%	-3.4%
D3 antag	-5.3	/	-22.3	3.7	-12.9	7.3	-60.4*	-15.1	67.3	14.8
Abeta yeast res	-12.0%	-1.0%	7.3%	-0.1%	-15.1%	-3.9%	0.5%	4.8%	10.6%	8.1%
EPAC2 ag	5.1%	/	5.7%	13.2%	1.4%	7.3%	9.6%	6.8%	18.7%	-0.6%
TDP-43 yeast inh	5.4%	25.1%	10.6%	-19.4%	?	23.4%	4.2%	18.4%	9.7%	0.0%
D3 ag	-8.8	-1.2	0.5	1.8	-2.4	-4.6	-9.6	-17.3	11.8	-3.4
aSyn rescue	-4.5%	/	-5.3%	-0.4%	4.7%	-3.5%	0.7%	3.6%	3.7%	-16.1%
FUS suppressor	-1.6%	-19.0%	29.2%	-3.0%	-1.2%	10.2%	7.3%	-31.2%	?	/

Complete entries as entered above. Order of values: EPAC2 antagonist, D3 antag, Abeta yeast res, EPAC2 ag, TDP-43 yeast inh, D3 ag, aSyn rescue, FUS suppressor
`CC(C)c1ccc(/C=C/C(=O)CCC(=O)O)cc1` in the list: 19.5%, -12.9, -15.1%, 1.4%, ?, -2.4, 4.7%, -1.2%
`Cc1ccc(-c2nc3ccccc3o2)cc1NC(=O)c1cccc2c(Cl)cccc12` in the list: /, /, -1.0%, /, 25.1%, -1.2, /, -19.0%
`O=C1NC[C@H](CCCCN2C[C@H](Cc3ccccc3)N(CCc3ccc(O)cc3)C(=O)C2=O)N(CCc2ccc(O)cc2)C1=O` in the list: -2.6%, 7.3, -3.9%, 7.3%, 23.4%, -4.6, -3.5%, 10.2%
`COc1cccc(NC(=O)CN(C)C(=O)c2ccc(S(=O)(=O)Nc3ccccc3C)cc2)c1` in the list: -0.6%, -22.3, 7.3%, 5.7%, 10.6%, 0.5, -5.3%, 29.2%

Next structures:
11: CCOc1ccc(NC(=O)CSC2=Nc3ccccc3C3=NC(CCC(=O)NCc4ccccc4)C(=O)N23)cc1 (stereo unspecified)
12: COc1cccc(Cn2c(C)c(CNC3CCCCC3)c(C(=O)O)c2C)c1
13: Cc1sc2ncn(CC(=O)N3CCCCC3)c(=O)c2c1S(=O)(=O)N1CCC(C)CC1
14: Cc1ccc(SCCC(=O)N(C)CC(=O)Nc2c(C)cccc2C)cc1
15: COc1cccc(C(=O)NCCc2sc(-c3cccc(C)c3)nc2C)c1
16: CC(C)c1nnc(NC(=O)CCC(=O)NCCc2ccccc2)s1
17: O=C(NCCc1ccc(F)cc1)c1ccc([N+](=O)[O-])cc1
18: COc1ccc(C(=O)NCCc2ccc(S(N)(=O)=O)cc2)cc1OC
19: C=CCn1c(CNC(=O)c2ccco2)nnc1SCC(=O)c1ccc(F)cc1
20: Cc1cc(C)c2c(n1)SCC(=O)N2CC(=O)Nc1ccccc1Cl

compound no.	11	12	13	14	15	16	17	18	19	20
EPAC2 antagonist	/	/	2.2%	0.9%	/	-0.1%	5.5%	-8.3%	1.2%	17.2%
D3 antag	/	/	10.2	-11.8	/	3.5	2.0	-19.7	8.6	?
Abeta yeast res	-8.3%	5.9%	-7.1%	4.6%	6.1%	1.5%	6.8%	20.0%	-2.7%	-0.6%
EPAC2 ag	/	/	0.0%	3.1%	/	-4.4%	-0.3%	8.9%	-0.3%	12.8%
TDP-43 yeast inh	13.3%	15.4%	-17.5%	24.2%	25.1µM*	-1.9%	19.3%	10.8%	2.2%	23.8%
D3 ag	-7.5	-3.8	3.7	0.8	0.6	4.7	-2.6	3.7	3.0	-0.1
aSyn rescue	/	/	0.0%	4.0%	-8.2%	4.3%	-1.7%	-4.3%	-11.0%	-5.5%
FUS suppressor	2.6%	-13.4%	8.1%	/	?	8.2%	-10.9%	4.8%	7.6%	-7.7%

21: CCC1(C)Cc2c(C#N)c(N)n(N)c(=S)c2CO1 (stereo unspecified)
22: COc1cc(C2OCC3C(c4ccc(OC5OC(CO)C(O)C(O)C5O)c(OC)c4)OCC23)ccc1O (stereo unspecified)
23: Cc1cc(N2CCCCC2)nc2ccc(NC(=O)CCC(=O)N3CCN(c4cccc(Cl)c4)CC3)cc12
24: Cc1cc(C(=O)NN=C(CCC(=O)O)c2cccs2)c(C)o1
25: O=C(Nc1nnc(Cc2ccc([N+](=O)[O-])cc2)s1)c1ccc2c(c1)OCO2
26: CS(=O)(=O)c1ccc(Cl)c(NC(=O)COC(=O)Cc2c[nH]c3ccccc23)c1
27: COc1ccc2cc(C3NC(=O)c4ccccc4N3)c(Cl)nc2c1 (stereo unspecified)
28: CCCCC(CC)CNC(=O)CN(C)S(=O)(=O)c1cccc2nsnc12 (stereo unspecified)
29: O=C(Cn1ncc2c([nH]c3ccccc32)c1=O)NCCc1ccc(Cl)cc1
30: CC(=O)c1ccc(N2CCN(C(=O)c3cc(-c4ccc5c(c4)OCO5)nc4ccccc34)CC2)cc1

compound no.	21	22	23	24	25	26	27	28	29	30
EPAC2 antagonist	-5.1%	-5.6%	/	-5.2%	-4.9%	1.4%	-5.5%	-1.4%	-3.6%	-9.9%
D3 antag	7.6	3.1	/	1.5	-3.2	-20.2	2.3	-8.8	-4.4	-9.2
Abeta yeast res	1.9%	-26.6%	8.5%	11.8%	6.5%	5.4%	15.0%	-7.3%	-3.2%	-14.9%
EPAC2 ag	6.1%	-0.7%	/	-4.6%	3.7%	11.2%	3.6%	0.0%	8.9%	19.2%
TDP-43 yeast inh	-0.4%	-12.6%	12.0%	15.1%	-1.2%	-20.3%	0.3%	?	0.2%	-7.2%
D3 ag	-2.2	-2.4	-8.6	-5.8	-1.2	-2.3	9.6	-6.2	6.7	-9.3
aSyn rescue	-8.9%	?	/	-5.7%	-3.9%	-0.6%	-0.4%	2.4%	1.3%	-0.1%
FUS suppressor	16.9%	-10.6%	20.3%	19.6%	-9.3%	0.0%	-0.8%	37.3%	23.1%	20.0%

31: Cc1cc(C)c(NC(=O)CSc2nc3[nH]ncc3c(=O)[nH]2)c(C)c1
32: O=C(COC(=O)/C=C/c1ccccc1)Nc1nnc(-c2ccccc2)o1
33: CCc1ccc(NS(=O)(=O)c2ccc(-c3cc(C)no3)cc2)cc1
34: Cc1ccc(OCCCC(=O)Nc2ccc3c(c2)OCCO3)cc1
35: CN(C)C(=O)CN1c2cccc3cccc(c23)S1(=O)=O
36: CN(C)c1ccc(C=c2c3cc(O)ccc3n3c2cc(-c2ccccc2)[n+]3C)cc1
37: Fc1ccc(NC(=S)N2CCCc3ccccc32)cc1
38: COc1ccc(Cl)cc1-n1nnc(-c2nc(-c3ccc4c(c3)OCO4)no2)c1C
39: Cn1c(=O)[nH]c(=O)c2c1nc(N1CCCCCC1)n2CCSc1nc2ccccc2o1
40: O=C(Nc1cccc(Cl)c1)NC1CCS(=O)(=O)C1 (stereo unspecified)

compound no.	31	32	33	34	35	36	37	38	39	40
EPAC2 antagonist	0.1%	13.2%	/	-14.2%	-2.9%	-16.5%	-0.8%	/	4.5%	6.2%
D3 antag	-9.5	1.4	/	-23.2	2.7	?	0.8	/	-23.2	-1.9
Abeta yeast res	-5.1%	10.8%	-29.7%	3.9%	6.1%	-35.0%[inhibitor]	8.0%	-4.6%	-10.7%	-5.4%
EPAC2 ag	12.3%	-6.8%	/	16.7%	3.9%	3.9%	4.0%	/	5.3%	-1.0%
TDP-43 yeast inh	-16.1%	-10.0%	?	?	6.2%	-7.9%	0.9%	20.8%	10.6%	3.1%
D3 ag	-6.9	7.3	1.2	9.3	3.1	-31.1	3.8	3.9	-10.4	3.9
aSyn rescue	-0.9%	2.0%	/	-1.3%[1.84 µM]	-8.9%	-62.6%[inhibitor]	-2.6%	/	-23.9%	2.1%
FUS suppressor	-1.4%	1.6%	43.8%	6.1%	14.0%	/	-13.2%	-23.0%	-3.7%	1.6%

41: CCN1CCN(C(c2cc(OC)ccc2OC)c2nnnn2Cc2ccccc2)CC1 (stereo unspecified)
42: CC(C)(C)N(Cc1ccccc1)C(=O)COC(=O)c1ccc([N+](=O)[O-])o1
43: Cc1cc(C)cc(Oc2nn[nH]n2)c1
44: N#Cc1ccc(NC(=O)CN2C(=O)NC3(CCCC3)C2=O)cc1
45: COc1ccc(CCNC(=O)CCCCn2c(=O)[nH]c3ccccc3c2=O)cc1OC
46: CC1(C)Cc2c(sc(NC(=O)COc3ccccc3)c2C#N)C(C)(C)N1
47: Cc1cccc(NC(=O)c2ccco2)c1C(=O)O

compound no.	41	42	43	44	45	46	47
EPAC2 antagonist	0.9%	2.1%	0.9%	-5.2%	-0.7%	7.6%	-2.6%
D3 antag	?	7.7	-10.6	0.2	-4.3	-5.2	3.3
Abeta yeast res	1.1%	-16.5%	4.3%	-13.6%	8.4%	8.4%	10.6%
EPAC2 ag	6.3%	1.4%	10.8%	7.8%	-0.9%	8.3%	3.7%
TDP-43 yeast inh	-6.1%	?	-9.6%	6.0%	-4.2%	6.8%	-0.4%
D3 ag	-18.2	10.4	-10.0	-2.4	-2.3	6.9	4.8
aSyn rescue	-3.1%	1.5%	0.9%	-1.2%	-0.7%	3.2%	-6.7%
FUS suppressor	-7.0%	-3.8%	-11.7%	-6.7%	16.3%	11.3%	0.5%

Not all compounds are listed, so the mix of outcomes need not match the whole.
